# NR2E3 ag-1: inhibitors of NR2E3-RetCOR corepressor binding, primary screen, NR2E3 agonist project, biochemical, TR-FRET, GST-NR2E3, biotin-RetCOR. Photoreceptor-specific nuclear receptor (Homo sapiens), Q9Y5X4. 1536-well. inhibition of corepressor binding, % at 4.78 µM. actives 0.12% (n = 320,000). AID 2300, 2010;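 active means percent inhibition above the cutoff of mean plus 3 SD of all tested compounds, set per screening campaign, cut at about 20% in these data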;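 further: 0% = DMSO wells and 100% = biotin wells as full block of FRET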
# Target sequence (Q9Y5X4 whole entry, looked up): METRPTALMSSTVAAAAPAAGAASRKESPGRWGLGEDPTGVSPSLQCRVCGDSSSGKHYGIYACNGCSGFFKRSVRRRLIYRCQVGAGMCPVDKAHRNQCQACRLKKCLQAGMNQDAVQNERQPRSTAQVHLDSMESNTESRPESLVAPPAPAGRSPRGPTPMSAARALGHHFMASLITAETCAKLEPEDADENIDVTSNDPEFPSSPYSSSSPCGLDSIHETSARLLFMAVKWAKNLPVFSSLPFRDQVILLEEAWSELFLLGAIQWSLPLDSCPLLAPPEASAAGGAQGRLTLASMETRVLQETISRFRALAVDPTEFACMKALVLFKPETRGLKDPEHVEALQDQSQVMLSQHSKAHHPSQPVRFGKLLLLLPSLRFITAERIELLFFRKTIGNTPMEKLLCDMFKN
#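 Format: 1536-well format; test system: GST-NR2E3 and biotin-RetCOR proteins; read-out basis: percent inhibition of TR-FRET ratio; timing: 5 h incubation at 4 °C; detection: time-resolved FRET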
# CF NFkB block: inhibitors of PAF-induced NF-kB signaling, primary screen, cell-based, GFP fluorescence, uHTS; KKLEB NF-kB-GFP reporter, GFP fluorescence overnight; inhibition, % at 5 µM; actives 0.86% (n = 360,000);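 active means at least 50% inhibition at 5 µM, scaled per plate between neutral and stimulator controls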;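 further: PAF is a Pseudomonas aeruginosa culture filtrate used as stimulus; plate controls were PAF-stimulated DMSO wells for no effect and unstimulated DMSO wells for full effect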
# HIF-2a block: HIF-2a reporter inhibitors, primary screen, luminescence, 786-0 RCC cells; actives 0.72% (n = 360,000); inhibition, % at 18.8 µM; AID 624352, 2012; 786-0 RCC cells HIF-2a reporter, luciferase luminescence, overnight;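 active means inhibition of the luminescence signal of 40% or more relative to plate controls, in a single-dose primary screen at 18.75 µM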
# Peg3 promoter: Peg3 promoter-driven luciferase inhibitors, primary screen, cell-based, HeLa, luciferase luminescence; inhibition, % at 20 µM; AID 588405, 2011; actives 1.7% (n = 360,000); HeLa PEG-Prom luciferase reporter, overnight;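 active means inhibition of at least 50% at 20 µM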
# NR2E3 ag-2: NR2E3 agonists in two-hybrid cells, primary screen, cell-based, luminescence, CHO-S, Gal4-NCOR/VP16-NR2E3 | luciferase | inhibition of corepressor binding, % at 3.98 µM | actives 0.35% (n = 360,000) | AID 602229, 2012;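 active means inhibition above the mean of all tested compounds plus 3 SD, cut at about 70% in these data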;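 further: 0% = DMSO with NR2E3 transfected cells and 100% = cells lacking NR2E3 construct; higher means lower luciferase signal from less NR2E3 corepressor binding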
# TWEAK Fn14 block: inhibitors of TWEAK-Fn14 signaling, primary screen, luciferase reporter cells, uHTS; TWEAK-stimulated Fn14 reporter cells, luciferase luminescence, 8 h; inhibition, % at 10 µM; actives 2% (n = 360,000); AID 1159606, 2016; in the data active means inhibition above about 50%
# KKLEB cytotox: cytotoxicity in KKLEB CF airway cells, primary screen, cytotoxicity control for CF NF-kB inhibitor project, cell-based, uHTS, fluorescence assay plates | KKLEB CF airway cells viability, ATPlite luminescence, overnight; stronger effect = lower value; cells stimulated with P. aeruginosa culture filtrate | AID 602141, 2011 | actives 0.36% (n = 360,000) | activity change (cytotoxicity), % at 5 µM;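 active means corrected activity change at or below -50% at 5 µM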
# MITF TRPM1 inh: inhibitors of MITF-dependent TRPM1 promoter reporter, primary screen, cell-based, SK-MEL-5, single point, luciferase. SK-MEL-5 TRPM1 promoter luciferase, 24 h. actives 0.83% (n = 330,000). inhibition, % at 12.5 µM;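 active means mean inhibition across replicates of 60% or more, whatever share of single replicates reaches that level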; further: values of inactives mirror those of a sister screen read the other way
# C8 TRAIL sens: viability loss with TRAIL in NB7+C8 cells, primary screen, TRAIL sensitizer project, cell-based, ATPlite luminescence; inhibition (viability loss, TRAIL sensitization), % at 10 µM; actives 1% (n = 360,000); AID 624354, 2012;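 active means compounds causing at least 50% loss of cell viability in the single-dose screen, relative to plate controls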
# Shn3 inh set2: reduction of Shn3 3'UTR firefly luciferase signal, primary screen, Schnurri-3 inhibitor project, cell-based, Clone20 osteoblasts, set 2 | Clone20 osteoblast Shn3 3'UTR firefly luciferase, 24 h | inhibition, % at 12.5 µM | actives 0.52% (n = 360,000) | AID 588674, 2011;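 active means mean inhibition of at least 75% with every replicate also reaching 75%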;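 further: 0% = median of neutral control wells and 100% = pilot-screen positive control compound; some compounds past the cut are filed as inactive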
# TROY signal inh: inhibitors of TROY-driven NF-kB signaling, primary screen, Q293 LMP1-TROYcd cells, NF-kB luciferase, uHTS; Q293 LMP1-TROYcd NF-kB luciferase reporter, 4 h; inhibition, % at 10 µM; actives 0.98% (n = 360,000); AID 1347056, 2019;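 active means compounds whose plate-normalised and pattern-corrected inhibition of the luciferase reporter signal at the single screening dose is 50% or more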
# An asterisk follows results filed as active; x = not tested or not shown.
SMILES,NR2E3 ag-1,CF NFkB block,HIF-2a block,Peg3 promoter,NR2E3 ag-2,TWEAK Fn14 block,KKLEB cytotox,MITF TRPM1 inh,C8 TRAIL sens,Shn3 inh set2,TROY signal inh
CCCCOC(=O)n1c(=O)oc2ccccc21,-0.4,-8.0,-58.5,-86.7,-46.1,-8.2,0.6,-32.6,17.5,-2.5,-11.7
COc1ccc(C)cc1S(=O)(=O)Nc1ccc2c(c1)N(C(C)=O)CCC2,0.9,-27.3,11.7,8.2,-13.6,2.2,0.2,13.7,15.7,41.5,1.8
COc1cc2c(cc1OC)[C@H](C)N(C(=S)Nc1ccc(F)cc1)CC2,0.6,-2.4,15.5,13.1,-25.0,3.1,3.6,x,-0.2,37.9,-32.7
C=CCn1c(SCC(=O)c2c(N)n(C3CC3)c(=O)[nH]c2=O)nnc1-c1ccccc1OC,x,-9.7,21.4,12.9,13.2,8.4,12.3,13.9,29.1,-13.5,-6.1
c1ccc2c(c1)-c1cccc3cncc-2c13,x,-112.6,-5.0,-58.9,-33.6,-16.4,-13.5,-17.2,-15.8,2.0,-51.3
Cc1ccc(S(=O)(=O)N2CCC[C@H]2C(=O)OCC(=O)c2ccc3c(c2)NC(=O)CO3)cc1,-0.6,-8.6,11.0,7.9,-26.6,-11.9,-0.6,11.0,-18.2,-10.9,16.3
CCOc1ccccc1Nc1nc(N)nc(CSc2nccc(C)n2)n1,0.7,13.2,14.7,12.2,-19.8,-8.2,-8.9,2.3,2.5,5.5,20.1
C/C(=N\NC(=O)c1ccccc1N)c1ccc(NC(=O)Cc2ccccc2)cc1,x,-3.2,-135.2,-120.9,-35.7,-6.0,0.3,-30.4,10.6,-29.0,4.2
CC(C)(C)c1ccc(CSc2ccc(S(=O)(=O)N3CCOCC3)cn2)cc1,1.4,-2.4,8.1,4.1,-18.6,5.4,7.7,-3.3,16.4,4.5,7.8
Cc1ccc(-c2cc(C(=O)Nc3cccnc3)c3ccccc3n2)s1,-1.6,-19.0,-61.2,-65.7,-49.5,-22.7,13.3,-2.1,10.5,-21.8,-50.5
CC(=O)c1ccc(NC(=O)CN2C(=O)/C(=C/C=C/c3ccccc3)SC2=S)cc1,5.1,-46.5,-33.2,-30.2,2.2,-2.5,16.8,-6.4,-3.6,14.0,-13.3
CC(/C=C/c1ccc2c(c1)OCO2)=N/NC(=O)COc1ccc(C)cc1,1.2,-1.3,9.0,-18.5,-5.3,-5.2,9.9,5.2,1.7,-10.9,-18.8
COc1ccc(-n2c3c(cc(C(=O)Nc4ccc(C)cc4)c2=O)C(=O)CCC3)cc1,3.3,12.4,1.7,1.6,-0.2,-30.3,-1.9,2.2,10.0,0.6,-1.2
CCCCNC(=O)c1cc2c(=O)n(CC)c3ccccc3c2s1,-0.5,-65.3,-33.8,-11.7,9.0,-19.9,7.9,-6.1,-8.8,-0.2,4.3
COc1cc(C(=O)CSc2nncn2C)cc(OC)c1OC,1.5,-16.9,-5.4,9.6,-11.6,0.3,-1.3,-14.8,5.5,-10.6,11.6
COc1ccc(CNC(=O)c2cccc3c2C(=O)N(Cc2cccnc2)C3)cc1,3.3,-6.1,27.6,28.4,-5.9,0.2,1.7,13.7,2.1,13.5,4.3
COc1ccc(N2CCN(C(=O)c3ccc(CS(=O)Cc4ccc(Cl)cc4)o3)CC2)cc1 (configuration not stated),1.9,-4.4,4.7,12.2,3.9,-1.1,6.0,11.2,-17.0,8.0,10.4
COc1cccc(-c2nc3ccc(C(=O)N4CCCC(O)C4)cc3o2)c1 (configuration not stated),2.8,8.3,-192.4,-203.9,-63.4,6.9,13.8,-53.0,13.1,-73.7,-44.9
COC(=O)c1cc2c(-c3ccccc3)cc3ccccn3c-2c1C(=O)OC,7.1,21.3,-0.9,16.3,-26.8,19.8,-3.1,-10.4,17.5,-0.2,-10.6
Cc1cc(N)n(-c2ccccc2C)n1,-2.3,1.8,11.1,13.3,15.2,22.6,-26.5,1.4,-5.9,-2.3,7.8
CN(C)c1ccc(C(CNC(=O)c2ccco2)N2CCCC2)cc1 (configuration not stated),0.2,29.3,-108.9,-130.8,-12.9,-17.2,-2.3,-27.0,0.7,-52.2,-32.7
Cc1csc2c(N3CCN(C(=O)c4ccc(C(C)(C)C)cc4)CC3)ncnc12,-4.3,5.6,-129.3,-40.6,76.8*,28.1,-2.2,3.1,-7.6,18.0,25.1
COCCNC(=O)C1CCCN(C(=O)c2ccc(SC(F)(F)F)cc2)CC1 (configuration not stated),x,3.0,14.0,-4.4,-26.3,-6.3,-11.0,x,-10.4,-1.2,-12.2
CN(C(=O)COC(=O)C1CSC2(C)CCC(=O)N12)c1ccccc1 (configuration not stated),-1.2,-13.7,-3.7,4.3,5.1,-8.4,12.6,-2.5,-1.9,-11.9,1.9

# 4 entries out of the list, ordered by SMILES length, rising.
SMILES,NR2E3 ag-1,CF NFkB block,HIF-2a block,Peg3 promoter,NR2E3 ag-2,TWEAK Fn14 block,KKLEB cytotox,MITF TRPM1 inh,C8 TRAIL sens,Shn3 inh set2,TROY signal inh
COc1cc(C(=O)CSc2nncn2C)cc(OC)c1OC,1.5,-16.9,-5.4,9.6,-11.6,0.3,-1.3,-14.8,5.5,-10.6,11.6
CCOc1ccccc1Nc1nc(N)nc(CSc2nccc(C)n2)n1,0.7,13.2,14.7,12.2,-19.8,-8.2,-8.9,2.3,2.5,5.5,20.1
COc1ccc(C)cc1S(=O)(=O)Nc1ccc2c(c1)N(C(C)=O)CCC2,0.9,-27.3,11.7,8.2,-13.6,2.2,0.2,13.7,15.7,41.5,1.8
Cc1csc2c(N3CCN(C(=O)c4ccc(C(C)(C)C)cc4)CC3)ncnc12,-4.3,5.6,-129.3,-40.6,76.8*,28.1,-2.2,3.1,-7.6,18.0,25.1

# Additional entries
SMILES,NR2E3 ag-1,CF NFkB block,HIF-2a block,Peg3 promoter,NR2E3 ag-2,TWEAK Fn14 block,KKLEB cytotox,MITF TRPM1 inh,C8 TRAIL sens,Shn3 inh set2,TROY signal inh
Cc1ccc(-n2c3c(cc(C(=O)N4CCN(C)CC4)c2=O)C(=O)CC(C)(C)C3)cc1,1.8,-19.3,12.0,8.2,-22.6,-4.8,-3.3,-3.4,13.0,2.9,8.1
COC(=O)CCCCCCCCC(O)CN(C)C (configuration not stated),3.1,4.4,9.1,17.1,-0.7,-13.7,-1.4,-1.4,18.6,5.8,-8.1
Cc1ccsc1/C=N\NC(=O)Cn1nnc2ccccc21,0.0,-7.6,-54.8,-25.9,7.5,-1.7,-0.4,-4.6,-18.0,-21.5,-67.8
COC(=O)c1c(NC(=O)c2nc3nc(C)cc(C(F)F)n3n2)sc2c1CCC2,-2.1,-15.5,-43.4,15.3,14.6,-25.5,0.4,-9.1,10.3,2.7,2.4
CCOC(=O)CNC(=O)CSc1nnc(-c2ccc(OC)cc2)n1CC,-0.1,-7.1,0.3,28.6,-11.9,4.3,-4.2,0.3,-4.3,-12.4,-4.5
O=C(CSC(=O)c1ccccc1)Nc1ccccc1F,x,19.3,-15.7,-3.5,-22.0,-11.0,-23.7,0.5,-2.0,-7.7,12.1
C/C(=N\NC(=O)c1cccs1)c1c(O)cc(C)oc1=O,1.1,1.4,-20.4,-9.5,-86.9,-14.9,12.4,3.3,-3.6,-31.5,-25.0
CC(=O)c1sc(NC(=O)COc2ccc(C(C)C)c(C)c2)nc1C,0.8,1.4,1.1,21.5,-4.9,40.5,-14.3,1.1,-0.5,32.4,1.8
Cc1cc2oc(=O)cc(CN3CCCCC3)c2cc1C(C)C,1.8,30.0,8.5,16.1,-19.5,-46.1,-17.6,16.2,5.7,8.5,-27.8
O=C(Nc1cccc([N+](=O)[O-])c1)N1CCN(c2ccccc2)CC1,0.5,19.5,-33.2,2.9,4.0,12.2,-6.9,-7.6,5.2,-7.1,-18.5
O=C(CSc1nccc2ccccc12)N1CCN(Cc2ccc3c(c2)OCO3)CC1,0.5,2.6,-16.9,-4.4,1.3,5.4,-6.1,1.7,2.4,-13.1,-0.4
COCCCNS(=O)(=O)c1ccc2[nH]c(=O)[nH]c2c1,0.0,5.1,14.6,15.3,12.6,-11.9,1.5,-0.9,1.7,-9.8,-13.8
CCOc1cc(/C=C(\C#N)C(=O)Nc2ccc(S(N)(=O)=O)cc2)ccc1OCCN1CCOCC1,-1.7,7.6,10.8,1.6,-4.5,3.0,-11.2,10.4,-8.8,-8.2,13.8
COc1cccc(NS(=O)(=O)c2ccc3[nH]cc(C(=O)NC4CC4)c(=O)c3c2)c1,x,-24.0,3.0,21.2,3.8,13.4,0.8,-1.2,14.0,24.2,9.6
CCOC(=O)Cc1csc(N)n1,0.8,-5.2,3.6,21.2,-3.3,0.3,-1.2,-5.1,-4.2,-7.9,-17.3
O=C1CC(c2ccco2)CC2=C1C(c1ccccc1)n1nc(C(F)(F)F)nc1N2 (configuration not stated),-2.9,14.0,24.1,11.4,12.7,-2.9,-5.8,-1.0,11.0,7.8,-15.2
C=C1C(C(=O)Nc2ccc(F)cc2)C1C(=O)Nc1ccc(F)cc1 (configuration not stated),3.8,-2.6,12.6,4.1,2.9,19.8,7.8,18.0,-0.3,-8.7,-4.8
O=C(CC12CC3CC(CC(Br)(C3)C1)C2)OCCN1CCCCC1,3.8,23.3,-32.2,-25.0,-14.8,24.7,4.8,-2.4,3.0,-11.1,7.0
CSCCC(NC(=O)COc1ccccc1)C(=O)N(C)CC(=O)Nc1c(C)cccc1C (configuration not stated),-2.2,-11.6,7.0,21.7,-16.2,2.1,10.2,-1.6,-24.7,-8.3,-6.9
COc1ccc(C(=O)NNC(=S)NC(=O)c2cccs2)cc1,-0.1,10.1,-33.0,14.3,-28.5,2.0,-25.8,8.6,-3.4,12.7,-9.7
CCOC(=O)C(NC(C)=O)(OCc1ccccc1)C(F)(F)F (configuration not stated),0.3,-4.9,20.2,22.1,-20.7,14.5,12.8,10.6,1.4,-30.3,-8.2
Cc1cc(C)nc(NN2C(=O)/C(=C/c3ccc(O)cc3)SC2=S)n1,0.4,14.8,-0.3,21.0,-11.0,13.5,18.9,-2.0,-5.9,-3.8,-1.0
CC1CCN(C(=O)CN2C(=O)C(C)(C)Oc3ccc(C(=O)NC(C)C)cc32)CC1,-3.2,-7.9,1.6,16.3,-5.3,8.7,2.6,6.5,-2.9,10.7,-18.2
CC1(C(=O)NS(=O)(=O)C2CC2)CCCN(C(=O)C2(c3ccc(Cl)cc3)CCCC2)C1 (configuration not stated),x,-7.2,15.4,6.8,2.0,14.8,13.4,x,-17.7,-16.1,-1.2
Cc1ccc(NC(=O)c2cccc(S(C)(=O)=O)c2)cc1,-4.4,7.0,-148.2,-137.7,-66.0,-18.3,9.4,-18.9,-4.5,-25.0,-20.2

# Bioassay records: PubChem BioAssay, several laboratories

# An excerpt, so the mix of outcomes need not match the whole.
